From PubChem BioAssay
NTR1 ag – NTR1-driven beta-arrestin-GFP spot formation – imaging, U2OS cells, high content, primary screen (AID 493036); activation, % at 20 µM; agonist mode; P30989; hit rate 0.17% among 330,000;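 active = activation at or above 40% of the spot to cytoplasm intensity ratio, with at least 20 cells analyzed; inconclusive = wells under 20 cells, flagged as cytotoxic or low count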;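 note: 0% = DMSO without peptide and 100% = 100 nM NTR1 peptide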
Target sequence (P30989 whole entry, looked up): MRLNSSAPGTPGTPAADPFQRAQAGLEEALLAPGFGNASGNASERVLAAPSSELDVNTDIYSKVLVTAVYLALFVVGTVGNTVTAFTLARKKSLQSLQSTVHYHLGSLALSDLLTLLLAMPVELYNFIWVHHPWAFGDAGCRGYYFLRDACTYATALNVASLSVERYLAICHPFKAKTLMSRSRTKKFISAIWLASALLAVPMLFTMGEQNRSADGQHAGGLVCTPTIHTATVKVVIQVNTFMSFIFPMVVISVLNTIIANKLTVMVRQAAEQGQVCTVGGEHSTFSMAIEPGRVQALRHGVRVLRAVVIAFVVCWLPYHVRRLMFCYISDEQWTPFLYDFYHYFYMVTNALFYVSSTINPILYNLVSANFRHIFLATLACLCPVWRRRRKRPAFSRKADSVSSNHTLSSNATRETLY
T cell modulator – T cell immune modulators affecting CD8 T cell-vesicle binding. calls only at 7 µM. hit rate 0.068% among 330,000. 2C CD8+ T cell-vesicle binding, flow cytometry; stronger effect = lower value;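 active = response, share of CD8 T cells binding vesicles, and their 90th percentile fluorescence all below set limits, cut at about 80% in these data, passing the limit was not always enough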
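incubation = binding step 1.5 h, 37 °C, antibody labelling 20 min, ice | test system = 2C mouse CD8+ T cells | read-out basis = percent CD8+ FL2 mean versus row control | controls = Peptide-free naked vesicles (low) and QL9 vesicles with 0.7% DMSO vehicle (high) | detection = flow cytometry of vesicle-bound cells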
Myeloid diff 2 – compounds promoting myeloid differentiation. ER-HoxA9 myeloid progenitors, lysozyme-GFP differentiation, flow cytometry. hit rate 1% among 360,000. AID 624256. calls only at 10 µM;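 active = normalized GFP-positive differentiation at or above the plate's own cutoff, the solvent-only control mean plus 3 SD; inconclusive = no clear call, values can overlap the other calls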;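 note: cells exposed to compound for four days before flow analysis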
T cell modulator vesicle-bound % – recorded beside T cell modulator, whose call it bears; double positive events, %; measured here: CD8+ vesicle-bound cell fraction;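 binding gate set so that unloaded-vesicle control wells show 10% double positive cells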
NTR1 ag cell count 20 µM – also measured in NTR1 ag; calls as there; cell count; measured here: cell count, cytotoxicity flag
Myeloid diff 2 GFP+ MAC1+ % – recorded beside Myeloid diff 2, whose call it bears; GFP+ MAC1+ double positive, %; measured here: differentiation confirmed by MAC1 staining
* hit, by the source's call; i = inactive; ? = inconclusive; / = not tested or not shown. A portion of the library, so the mix of outcomes need not match the whole.

Fields: NTR1 ag	NTR1 ag cell count 20 µM	T cell modulator	T cell modulator vesicle-bound %	Myeloid diff 2	Myeloid diff 2 GFP+ MAC1+ %
- CN[C@H]1CCc2cc(OC)c(OC)c(OC)c2-c2ccc(OC)c(=O)cc21
  3.7	44	i	59	?	/
- CCOc1ccc(C(=O)NCC2CCCN2S(=O)(=O)c2cccs2)cc1 (stereo not drawn)
  0.7	44	i	57	i	1.2
- CC1(C)Cc2cccc(OCC(=O)NCc3cccs3)c2O1
  -1.3	65	i	7	i	1.0
- Cc1noc(NS(=O)(=O)c2ccc(NC(=O)c3cc4ccccc4o3)cc2)c1C
  -1.4	50	i	45	i	3.5
- CCC1(c2ccccc2)NC(=O)N(CC(=O)N2CC(=O)Nc3ccccc32)C1=O (stereo not drawn)
  -0.9	51	i	23	i	0.0
- CC1C(=O)N2CCCc3cc(NC(=O)C(=O)NCCc4c[nH]c5ccccc45)cc1c32 (stereo not drawn)
  -0.6	51	i	10	i	1.5
- CCOc1ccccc1N1CC(C(=O)NC2CCCCCC2)CC1=O (stereo not drawn)
  2.1	67	i	23	i	0.5
- CCN(C(=O)COC(=O)c1cc(C)oc1C)c1c(N)n(Cc2ccccc2)c(=O)[nH]c1=O
  0.0	89	i	39	i	0.6
- CC1CN(C(=O)c2cc(Br)c(Br)s2)CC(C)O1 (stereo not drawn)
  -1.0	89	i	11	i	0.1
- CCOc1ccccc1OCC(=O)Nc1cccc(S(=O)(=O)NC2=NCCCCC2)c1
  -2.4	95	i	20	i	1.3
- COc1ccc(CC(=O)OCC(=O)NCCNC(=O)COC(=O)Cc2ccc(OC)cc2)cc1
  -1.0	69	i	38	i	0.5
- Cc1ccc(NC(=O)c2ccc(S(=O)(=O)N3CCCC3)cc2)cc1
  -0.3	53	i	33	i	0.2
- CC12CCC(=O)N1C(C(=O)N1CCN(S(=O)(=O)c3cccc(C(F)(F)F)c3)CC1)CS2 (stereo not drawn)
  4.8	69	i	44	i	0.7
- Cc1ccc(NC(=O)CN(C)C(=O)COC(=O)c2nccnc2N)cc1
  3.5	67	i	12	i	0.7
- CC(C)CN(C(=O)Cn1c(=O)cnc2ccccc21)C1CCS(=O)(=O)C1 (stereo not drawn)
  -1.3	74	i	55	i	0.8
- CCN(CC(=O)NCc1cccs1)C(=O)c1cc(=O)[nH]c2ccccc12
  -1.6	54	i	55	i	0.2
- Cc1cc(C(=O)CN2C(=O)NC(CCS(C)(=O)=O)C2=O)c(C)n1C1CC1 (stereo not drawn)
  0.4	43	i	15	i	0.3
- CN1CCc2ccccc2Cc2[nH]c3ccccc3c2CC1
  -2.5	59	i	39	i	2.3
- COc1ccc(NC(=O)CSc2nnc(C)s2)cc1S(=O)(=O)N1CCOCC1
  -1.4	54	i	34	i	1.0
- Cc1ccc(NC(=O)CSc2nc(N)cc(=O)[nH]2)cc1S(=O)(=O)N1CCCCCC1
  0.7	51	i	47	i	1.3
- COc1cc([C@@H]2CC=C(C(=O)O)[C@H](c3ccccc3)N2S(=O)(=O)c2ccc(C)cc2)cc(OC)c1OC
  -3.3	74	i	37	i	1.1
- O=C1c2ccc(-c3ccc(Cl)c(C(F)(F)F)c3)cc2S(=O)(=O)c2cccc(C(=O)N3CCN(c4ccc(Cl)cn4)CC3)c21
  3.7	51	i	6	i	2.3
- COc1ccc(C(=O)COC(=O)c2cnc(C)cn2)c(OC)c1
  -0.3	56	i	30	i	0.7
- CC1(C)CC(=O)C=C(c2cccc(Cl)c2O)C1
  2.5	41	i	39	i	0.5
- O=C(NCC(c1ccco1)N1CCc2ccccc2C1)c1ccc(Br)cc1 (stereo not drawn)
  0.8	61	i	30	i	0.3
- CCOc1ncccc1C(=O)Nc1ccc(S(=O)(=O)Nc2nc(C)cc(C)n2)cc1
  -0.3	31	i	25	i	0.5
- CC(C)(C)n1ncc2c(=O)n(Cc3c(Cl)cccc3Br)cnc21
  5.5	47	i	29	i	1.4
- Cc1ccc(CSCC(=O)N(C)CC(=O)Nc2ccccc2Cl)cc1
  -0.6	51	i	41	i	1.0
- CCOC(=O)[C@H]1[C@H]2COc3cc(OC)ccc3[C@@H]2N2C(=O)CN(C)C(=O)[C@@]12C
  -1.1	55	i	27	i	1.6
- COCCNC(=O)C1CC(c2ccc(C(F)(F)F)cc2)=NO1 (stereo not drawn)
  0.3	88	i	23	i	0.5

The list goes on, overlapping the part above by 2 compounds.
Fields: NTR1 ag	NTR1 ag cell count 20 µM	T cell modulator	T cell modulator vesicle-bound %	Myeloid diff 2	Myeloid diff 2 GFP+ MAC1+ %
- CCOC(=O)[C@H]1[C@H]2COc3cc(OC)ccc3[C@@H]2N2C(=O)CN(C)C(=O)[C@@]12C
  -1.1	55	i	27	i	1.6
- COCCNC(=O)C1CC(c2ccc(C(F)(F)F)cc2)=NO1 (stereo not drawn)
  0.3	88	i	23	i	0.5
- Cc1cc(C(=O)OCC(=O)Nc2c(Cl)cccc2Cl)c(C)o1
  0.9	49	i	45	i	1.4
- CCNC(=O)N(C)C[C@H]1N[C@@](CC)(C(=O)OC)[C@H]2C(=O)N(Cc3ccccc3)C(=O)[C@@H]12
  1.3	47	i	6	i	3.1
- COc1ccccc1C1=CN(Cc2ccccc2)CCC1=O
  -2.0	69	i	16	i	1.7
- Cc1cc(C(=O)CCC(=O)N2CCN(c3ccccc3)CC2)c(C)s1
  0.5	63	i	30	i	0.3
- Cc1cc(C)n2nc(C(=O)N(C)c3c(N)n(Cc4ccccc4)c(=O)[nH]c3=O)nc2n1
  -2.0	61	i	28	i	0.4
- COc1ccc(S(=O)(=O)N2CCN(Cc3ccccc3[N+](=O)[O-])CC2)cc1
  0.6	42	i	14	i	0.5
- O=C1C(Cc2ccccc2)Nc2ncnc(N3CCN(c4ccccc4)CC3)c2N1Cc1ccccc1 (stereo not drawn)
  0.1	103	i	41	i	2.0
- C[C@@H]1CCC[C@]2(O[C@H](CCO)C[C@@H](O)[C@@H]2O)O1
  -3.9	57	i	31	i	1.8
- Cc1ccc(C)c(NC(=O)Cn2ccn(-c3ccc4c(c3)OCO4)c(=O)c2=O)c1
  -0.7	74	i	26	i	1.4
- CC(Oc1ccccc1F)C(=O)NNC(=O)CC(C)c1ccccc1 (stereo not drawn)
  0.8	63	i	36	i	1.6
- Cc1cc(C)n2nc(SCC(=O)Nc3ccc(S(=O)(=O)N(C)C)cc3)nc2n1
  -1.3	72	i	7	i	0.7
- O=C1N[C@@H](c2ccccc2)COC(=O)[C@@H](Cc2ccc(F)cc2)CC/C=C/C[C@@H]1CC(=O)N(CCO)Cc1ccccc1
  9.9	55	i	10	i	1.9
- O=C(Nc1ccc(N2CCOCC2)cc1)c1cccc(S(=O)(=O)N2CCOCC2)c1
  2.2	48	i	35	i	0.3
- Cc1cc(Cl)ccc1OCC(=O)OCC(=O)Nc1cccnc1Cl
  -1.6	30	i	23	i	2.2
- COc1cccc(NC(=O)CN(C)C(=O)CN2C(=O)NC(C)(c3ccc4ccccc4c3)C2=O)c1 (stereo not drawn)
  2.9	52	i	46	i	0.3
- COc1cc(C(=O)Nc2ccc(C)cn2)ccc1OCC(=O)N1CCOCC1
  -0.1	81	i	16	i	1.1
- CCn1c(CCC(=O)O)nc2cc(S(=O)(=O)N3CCOCC3)ccc21
  -1.5	54	i	26	i	0.8
- NC(=O)C1CCN(c2oc(-c3ccc(F)cc3)nc2S(=O)(=O)c2ccccc2)CC1
  -0.5	70	i	44	i	0.3
- O=C(CCCCC(=O)Nc1ccc(F)cc1F)Nc1ccc(F)cc1F
  0.2	57	i	38	i	0.8
- CC1CCCCC12NC(=O)N(CC(=O)OCC(=O)Nc1ccc(F)cc1[N+](=O)[O-])C2=O (stereo not drawn)
  0.1	57	i	57	i	0.8
- Nc1cc(C(Cl)=C(Cl)Cl)c(S(N)(=O)=O)cc1S(N)(=O)=O
  -0.5	54	i	56	i	2.3
- CCOc1ccc(CCNC(=O)COC(=O)C2=NNC(=O)CC2)cc1OCC
  1.4	59	i	28	i	0.6
- COc1ccccc1NC(=O)C(C)OC(=O)Cc1n[nH]c(=O)c2ccccc12 (stereo not drawn)
  -0.5	56	i	14	i	0.7
- CCCCCN(C(=O)CCC(=O)OCc1ccccc1C)c1c(N)n(CCCC)c(=O)[nH]c1=O
  -0.7	76	i	36	i	1.3
- NS(=O)(=O)c1cccc(NC(=O)COC(=O)CCC(=O)c2cccs2)c1
  -1.8	46	i	57	i	1.2
- CCC/C(=N/NC(=O)c1nnn(-c2nonc2N)c1CN1CCCCC1)c1ccccc1
  1.4	47	i	23	i	1.4
- Cc1ccc(CN2C(=O)C(C)Nc3ncnc(N4CCOCC4)c32)cc1 (stereo not drawn)
  2.0	97	i	37	i	2.6
- Cc1ccc(C)c(S(=O)(=O)N2CCCCC2CCNC(=O)C(=O)NCc2ccccn2)c1 (stereo not drawn)
  -0.3	70	i	40	i	0.5
- Cc1ccc(C(=O)OCC(=O)NNC(=O)c2cccs2)c(O)c1
  -0.5	62	i	35	i	0.6
- CCCN(C(=O)c1cc(Cl)nc2ccccc12)C1CCS(=O)(=O)C1 (stereo not drawn)
  1.2	54	i	31	i	0.8

A stretch of the results above, for reference:
Fields: NTR1 ag	NTR1 ag cell count 20 µM	T cell modulator	T cell modulator vesicle-bound %	Myeloid diff 2	Myeloid diff 2 GFP+ MAC1+ %
- CN[C@H]1CCc2cc(OC)c(OC)c(OC)c2-c2ccc(OC)c(=O)cc21
  3.7	44	i	59	?	/
- CCOc1ccc(C(=O)NCC2CCCN2S(=O)(=O)c2cccs2)cc1 (stereo not drawn)
  0.7	44	i	57	i	1.2
- CC1(C)Cc2cccc(OCC(=O)NCc3cccs3)c2O1
  -1.3	65	i	7	i	1.0
- Cc1noc(NS(=O)(=O)c2ccc(NC(=O)c3cc4ccccc4o3)cc2)c1C
  -1.4	50	i	45	i	3.5
- CCC1(c2ccccc2)NC(=O)N(CC(=O)N2CC(=O)Nc3ccccc32)C1=O (stereo not drawn)
  -0.9	51	i	23	i	0.0
- CC1C(=O)N2CCCc3cc(NC(=O)C(=O)NCCc4c[nH]c5ccccc45)cc1c32 (stereo not drawn)
  -0.6	51	i	10	i	1.5

(list continues)
Fields: NTR1 ag	NTR1 ag cell count 20 µM	T cell modulator	T cell modulator vesicle-bound %	Myeloid diff 2	Myeloid diff 2 GFP+ MAC1+ %
- O=C(NCc1cccc(Br)c1)c1cc(-c2ccccc2)nn1CC1CC(c2cccc([N+](=O)[O-])c2)=NO1 (stereo not drawn)
  6.8	58	i	36	i	0.9
- Fc1cccc(CCN2CCN=C2Nc2ccccc2)c1
  -3.4	94	i	34	i	0.2
- Cc1cccc(CNc2ncnc3ccc(-c4ccoc4)cc23)c1
  1.1	58	i	32	i	1.3
- CC(C)(C)OC(=O)C[C@H]1C/C=C\C[C@H](CC(=O)NCCO)C(=O)N[C@@H](c2ccccc2)COC1=O
  -0.6	53	i	17	i	0.6
- CC1O[C@@H](OC2C(O)C(C)O[C@H](OC(=O)[C@]34CCC(C)(C)C[C@H]3C3=CCC5[C@@]6(C)CC(O)C(O[C@@H]7OC(CO)C(O)[C@@H](O)[C@@H]7O)[C@@](C)(C(=O)O)C6CC[C@@]5(C)[C@]3(CO)CC4)C2O[C@H]2OC(C)[C@@H](O[C@@H]3OCC(O[C@@H]4OC(CO)C(O)[C@H](O)C4O)[C@@H](O)[C@@H]3O)[C@H](O)C2O)C(O)C(O)C1O (stereo partly drawn)
  1.5	56	i	12	i	0.3
- NNC(=O)C1SCCN1S(=O)(=O)c1ccc(Cl)cc1 (stereo not drawn)
  -0.7	50	i	57	i	0.4
- Cc1ccccc1OCC(=O)Nc1ccc(S(=O)(=O)N2CCCC2)cc1
  -1.0	46	i	9	i	0.5
- Cc1ccc(OCC(=O)N(Cc2ccco2)c2c(N)n(Cc3ccccc3)c(=O)[nH]c2=O)cc1C
  2.3	55	i	41	i	0.6
- CN(Cc1nc2ccccc2c(=O)[nH]1)C(=O)c1ccc(S(=O)(=O)N2CCCC2)cc1
  -0.4	64	i	30	i	0.2
